# Screening data deposited in PubChem BioAssay by several laboratories.
# BCLXL inh = inhibitors of human Bcl-xL; inhibition, % at 10.9 µM; GST-Bcl-xL / FITC-Bim BH3 peptide fluorescence polarization; Q07817; 0.7% of 320,000 active; AID 2129;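 active = inhibition above the mean of all tested compounds plus 3 SD, cutoff set per campaign, cut at about 30% in these data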;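 note: 0% = DMSO wells and 100% = unlabeled Bim-BH3 peptide competitor; inhibitors lower millipolarization by displacing the labeled peptide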
# AHR act = activates the human aryl hydrocarbon receptor; 2.5% of 320,000 active; P35869; activation, % at 5 µM; AHR-responsive luciferase reporter cells, luminescence; in the data active = activation above about 47%;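 note: 0% = vehicle wells and 100% = reference agonist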
# Target sequence (P35869 whole entry, looked up): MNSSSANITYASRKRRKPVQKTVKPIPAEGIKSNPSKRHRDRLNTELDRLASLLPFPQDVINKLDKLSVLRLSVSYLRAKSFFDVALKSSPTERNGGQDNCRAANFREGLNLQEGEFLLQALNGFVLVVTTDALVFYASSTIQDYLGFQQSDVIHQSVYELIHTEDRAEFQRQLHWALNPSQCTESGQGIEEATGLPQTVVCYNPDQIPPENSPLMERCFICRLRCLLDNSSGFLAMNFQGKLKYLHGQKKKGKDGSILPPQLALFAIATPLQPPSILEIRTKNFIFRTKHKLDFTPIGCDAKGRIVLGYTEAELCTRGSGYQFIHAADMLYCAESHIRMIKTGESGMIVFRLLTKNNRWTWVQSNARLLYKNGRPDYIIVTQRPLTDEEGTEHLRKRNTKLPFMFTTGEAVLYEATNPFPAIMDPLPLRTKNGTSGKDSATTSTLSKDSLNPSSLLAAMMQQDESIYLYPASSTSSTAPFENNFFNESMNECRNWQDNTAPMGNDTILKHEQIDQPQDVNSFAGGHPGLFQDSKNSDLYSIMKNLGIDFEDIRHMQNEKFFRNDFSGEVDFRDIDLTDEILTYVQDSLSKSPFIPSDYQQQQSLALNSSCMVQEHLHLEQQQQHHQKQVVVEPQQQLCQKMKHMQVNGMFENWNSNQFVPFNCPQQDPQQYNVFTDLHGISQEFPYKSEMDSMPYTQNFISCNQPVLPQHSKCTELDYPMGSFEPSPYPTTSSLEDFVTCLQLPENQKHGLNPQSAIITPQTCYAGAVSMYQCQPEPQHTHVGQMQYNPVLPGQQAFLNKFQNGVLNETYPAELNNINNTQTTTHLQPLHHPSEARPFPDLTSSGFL
# GLD-1 RNA inh = GLD-1-TGE RNA interaction inhibition (C. elegans); Q17339; purified GLD-1 + fluorescein TGE RNA, fluorescence polarization; inhibition, % at 5.96 µM; 0.44% of 320,000 active;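 active = percent inhibition above a per-plate cutoff, the plate mean of test compounds plus 3 SD, cut at about 30% in these data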;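 note: 0% = DMSO wells with GLD-1 and probe and 100% = wells lacking GLD-1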
# Fam108B inh = Fam108B inhibition, counter-screen for RBBP9 inhibitors. inhibition, % at 9.51 µM. recombinant Fam108B, FP-Rh probe fluorescence polarization. 0.33% of 300,000 active;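 active = inhibition above the screen mean inhibition plus 3 SD, computed separately per campaign, cut at about 18% in these data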;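 note: inhibitors lower polarization as less probe binds the enzyme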
# MEX-5 binding = C. elegans MEX-5 TCR-2 RNA binding activity; AID 1832; 0.38% of 300,000 active; Q9XUB2; MEX-5/FITC-TCR2 RNA binding, fluorescence polarization; hits give low values; activity score (negative = inhibition of binding), % at 10 µM;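 active = inhibition past about -25% in most replicates, and total fluorescence under double the plate's negative control median, limit read from the data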;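 note: 0% = DMSO and -100% = 5 µM competing unlabeled TCR2 RNA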
# PME-1 primary = blocks human protein phosphatase methylesterase 1; Q9Y570; recombinant PME-1, FP-Rh probe fluorescence polarization; inhibition, % at 5.9 µM; 0.53% of 320,000 active; AID 2130;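 active = inhibition above the campaign mean of all compounds plus 3 SD, cut at about 26% in these data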;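 note: competitive labeling of PME-1 active site by serine hydrolase directed probe; 0% = PME-1 with DMSO and 100% = wells lacking PME-1 enzyme; inhibitors block probe labeling so polarization falls and inhibition rises; many of its hits are not listed in these tables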
# pPAFAH inh = pPAFAH (human) enzyme inhibition. Q13093. recombinant pPAFAH, FP-rhodamine probe fluorescence polarization. inhibition, % at 3.39 µM. 1.5% of 330,000 active. AID 463082;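 active = inhibition above the mean inhibition across the screen plus 3 SD, cut at about 25% in these data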;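 note: inhibitors block binding of the rhodamine activity-based probe so polarization drops; 0% = enzyme with DMSO and 100% = wells lacking pPAFAH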
# PAFAH1B2 inh = blocks human PAF acetylhydrolase 1b catalytic subunit 2; 1.2% of 340,000 active; inhibition, % at 3.39 µM; recombinant PAFAH1B2, FP-rhodamine activity probe, fluorescence polarization; P68402;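 active = inhibition above the mean of all tested compounds plus 3 SD, cut at about 24% in these data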;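 note: 0% = enzyme with DMSO and 100% = wells lacking PAFAH1B2; many of its hits are not listed in these tables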
# Target sequence (P68402 whole entry, looked up): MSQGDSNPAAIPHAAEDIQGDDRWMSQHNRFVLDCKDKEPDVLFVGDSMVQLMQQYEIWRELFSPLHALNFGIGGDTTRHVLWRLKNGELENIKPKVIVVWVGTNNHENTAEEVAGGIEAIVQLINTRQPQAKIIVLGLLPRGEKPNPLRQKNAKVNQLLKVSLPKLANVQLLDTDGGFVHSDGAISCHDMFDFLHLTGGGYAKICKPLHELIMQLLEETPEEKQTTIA
# MCL1 BIM primary = inhibitors of human MCL1 binding to BIM-BH3 peptide | Q07820 | GST-MCL1 / FITC-Bim-BH3 fluorescence polarization | inhibition, % at 10.9 µM | 0.68% of 320,000 active | AID 2057;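 active = inhibition above the mean inhibition of all tested compounds plus 3 SD, set per campaign, cut at about 40% in these data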;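 note: 0% = DMSO wells and 100% = unlabeled Bim-BH3 peptide control; higher means more loss of mP so more displacement of Bim peptide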
# Active calls of the source: *; x = no result given.
SMILES,BCLXL inh,AHR act,GLD-1 RNA inh,Fam108B inh,MEX-5 binding,PME-1 primary,pPAFAH inh,PAFAH1B2 inh,MCL1 BIM primary
CCOc1ccc(CCNC(=O)COC(=O)C2CC2)cc1OCC,1.2,1.1,3.2,0.0,0.2,-4.2,1.8,-3.1,2.3
O=S(=O)(NCc1cn2ccsc2n1)c1cccs1,0.7,-0.4,7.0,1.4,-1.4,-1.2,6.5,0.4,1.4
Cc1ccccc1CN(C)CC(=O)NC(C)CCc1ccccc1 (stereo unspecified),-7.6,3.1,-2.5,1.4,-0.9,6.4,1.7,3.6,-11.0
CCN(CC)CCCN1C(=O)c2oc3ccccc3c(=O)c2C1c1cccs1 (stereo unspecified),9.5,-0.2,9.1,2.8,-7.6,1.9,-1.4,x,4.6
COc1ccc(S(=O)(=O)N(C)c2ccc(OCC(=O)Nc3cc(C)on3)cc2)cc1,2.7,-0.6,1.7,-1.5,-0.1,5.0,4.2,3.6,5.2
C=CCOc1c(CNc2nccs2)cccc1OCC,2.1,6.5,5.2,3.2,0.6,0.9,6.2,0.2,4.2
COCCCNC(=S)NCCCNc1nc2cc(C)cc(C)c2cc1C#N,-0.8,8.2,7.2,-0.5,0.4,3.3,2.9,-2.2,1.2
Cn1c(=O)[nH]c(NC2CCCCC2)c(N=O)c1=O,5.7,0.5,2.8,0.5,-4.5,-2.1,1.0,3.0,-4.7
CN(C)c1cccc(O)c1,10.8,4.2,5.2,x,x,-6.0,8.5,4.5,2.9
CCOC(=O)c1[nH]c2ccc(Cl)cc2c1-c1ccccc1,4.3,6.1,-1.5,3.9,-0.2,-3.0,1.1,1.6,6.1
Cc1ccc2c(c1)c1c3n2CC(=C2C(=O)OC(C)(C)OC2=O)NC3CCC1 (stereo unspecified),19.4,30.2,15.6,7.7,-1.7,4.5,28.7*,2.5,21.3
O=C(COC(=O)Cc1cccs1)Nc1ccccc1F,1.6,-0.8,5.4,0.8,-1.2,2.5,17.9,8.7,7.2
CC(C)(C)C(=O)Nc1ccccc1C(=O)Nc1ccncc1,3.5,-0.4,-3.4,1.4,2.6,-2.7,2.9,4.3,-3.0
CN(C)c1ccc(/C=N/NC(=O)CNC(=O)c2ccco2)cc1,-1.2,14.0,3.0,-2.9,-1.1,0.4,2.7,2.7,-0.6
CC(C)CC1CCCCC1OC(=O)CN1CCCCC1 (stereo unspecified),6.3,0.9,-2.5,0.8,-0.7,0.7,12.5,12.8,1.1
O=C(Nc1cc(Cl)cc(Cl)c1)C1CC(=O)N(C2CCCC2)C1 (stereo unspecified),0.3,3.9,3.7,1.1,0.3,0.1,4.5,0.5,0.4
N#Cc1ccccc1CSCCNC(=O)Cc1c(F)cccc1Cl,-0.1,-3.3,-0.8,-1.0,0.1,5.2,11.4,4.6,-23.9
Cc1c(CC(Cl)(Cl)Cl)c2c(n1O)CC(C)(C)CC2=O,-0.4,2.2,-9.2,4.1,-3.0,3.4,0.4,2.4,-8.9
CC(C)Oc1ccc(-c2nn(-c3ccccc3)cc2/C=c2\sc3ncnn3c2=O)cc1,5.7,0.2,-1.5,-9.3,x,-4.9,13.0,x,1.3
CCN1CCN(C(=O)c2ccc3c(c2)N(Cc2ccccc2)C(=O)c2ccccc2S3(=O)=O)CC1,2.6,0.3,0.3,-0.9,0.6,8.2,-4.4,4.7,6.0
CCC(c1nnnn1C1CCCC1)N1CCN(c2cccc(OC)c2)CC1 (stereo unspecified),-3.9,0.3,-1.5,-4.8,1.9,4.6,1.4,x,-6.8
O=C(NN1CCOCC1)c1cn(-c2ccccc2)nc1-c1cccs1,3.1,1.8,5.0,-3.4,-1.4,3.9,2.5,0.1,10.1
Cc1nn(C)c(C)c1CN(C)S(=O)(=O)c1ccc(F)cc1,-2.5,0.6,-2.5,-2.4,3.0,-0.5,1.5,-0.9,-1.0
Cn1nnnc1SCC(=O)N1CCN(c2ccc(Cl)cc2)CC1,-3.7,-2.7,1.2,-3.3,x,-5.0,0.7,1.2,-15.8
O=C(CCn1nc(-c2ccc(F)cc2)ccc1=O)NCc1ccccc1,3.2,-2.3,-0.5,4.6,2.0,-6.3,-3.0,4.3,-2.8
NC(=O)COC(=O)CNC(=O)c1cc(Cl)cc([N+](=O)[O-])c1,1.5,-0.3,-9.1,2.1,1.7,1.0,2.3,2.4,1.6
CCOC(=O)/C(C#N)=C/c1ccc(OCC(=O)Nc2ccc(OC)cc2)c(OC)c1,-5.8,8.4,2.8,-9.2,-1.0,-0.4,-7.7,3.0,-7.8
Cc1cc(SCC(=O)N/N=C/c2ccc(O)c(O)c2)c(C)cc1Br,3.3,2.9,11.1,-2.2,-1.7,9.6,25.8*,3.1,28.9
Cc1ccc(C)n1-c1ccc2c(c1)COC2=O,8.2,0.0,6.2,-0.1,0.1,-0.6,13.2,x,3.6
COc1ccc(S(=O)(=O)n2cccc2)cc1OC,4.4,0.8,-1.5,1.4,-1.0,1.1,-1.1,2.1,12.0
O=C(C1=C[C@@H](C2CC2)C[C@@H](OCc2ccc(CO)cc2)O1)N1CCN(Cc2ccc3c(c2)OCO3)CC1,5.1,2.2,6.7,-3.2,-2.0,-1.4,0.7,5.1,9.3
CCC(N=c1cc(-c2ccc(OC)c(OC)c2)oc2ccc(C)cc12)C(=O)O (stereo unspecified),5.6,7.4,-4.8,0.5,-0.5,4.4,3.5,-3.6,-0.8
O=C(c1cccc(S(=O)(=O)N2CCOCC2)c1)N1CCCCCC1,1.6,2.6,0.5,13.3,0.1,-3.3,-4.5,4.7,1.3
O=C(CN1CCN(c2ccccc2O)CC1)NC(=O)NCc1ccccc1,-0.4,-0.3,7.9,x,x,9.8,2.8,3.3,5.1
CCOC(=O)c1ccc2c(c1)nc(C1CCN(S(=O)(=O)c3cccs3)CC1)n2CC,1.8,-0.4,2.2,-0.9,2.3,-1.8,-0.2,5.1,0.1
O=C(CSc1ncccn1)Nc1ccc2c(c1)CCC2,2.5,-0.4,0.2,1.3,-1.7,-1.0,6.2,2.8,-2.9
COc1ccc(S(=O)(=O)Oc2cccc(C(=S)N3CCOCC3)c2)cc1,-1.1,-1.6,-1.1,-0.6,0.9,2.8,-1.7,26.4*,-1.1
CC(C)(C)c1ccc(OCC(=O)NNC(=O)Nc2ccccc2)cc1,-0.5,-1.5,0.7,0.4,-0.8,-5.7,29.5*,38.6*,2.1
CCC(C)(C(=O)NC1CCCCC1)N(C(=O)Cc1cccs1)c1ccccc1 (stereo unspecified),-11.3,-2.3,-86.1,2.8,-1.5,3.5,0.4,11.0,-140.1
CC(C)c1nc(SCC(=O)N2CCc3ccccc32)n[nH]1,2.5,-0.1,-4.1,-6.6,1.0,-5.7,-3.9,2.2,-0.3

# Shown with values under each structure: 2 of the compounds above.
# Results follow in this order: BCLXL inh	AHR act	GLD-1 RNA inh	Fam108B inh	MEX-5 binding	PME-1 primary	pPAFAH inh	PAFAH1B2 inh	MCL1 BIM primary
> O=C(COC(=O)Cc1cccs1)Nc1ccccc1F
 : 1.6	-0.8	5.4	0.8	-1.2	2.5	17.9	8.7	7.2
> COc1ccc(S(=O)(=O)Oc2cccc(C(=S)N3CCOCC3)c2)cc1
 : -1.1	-1.6	-1.1	-0.6	0.9	2.8	-1.7	26.4*	-1.1

# Going on with the list.
SMILES,BCLXL inh,AHR act,GLD-1 RNA inh,Fam108B inh,MEX-5 binding,PME-1 primary,pPAFAH inh,PAFAH1B2 inh,MCL1 BIM primary
Cc1oc2c(c(=O)c1C)C(=O)CC(c1ccccc1)C2 (stereo unspecified),7.5,0.3,-1.1,-0.6,1.5,2.1,5.4,-1.1,-0.2
CN(C1CCCC1)C1CCN(C(=O)CNC(=O)/C=C/c2ccccc2)CC1,1.3,-0.5,7.2,3.0,7.4,-1.6,8.9,1.1,-5.3
Cc1c(NC(=O)c2cccc(S(=O)(=O)N3CCOCC3)c2)c(=O)n(-c2ccccc2)n1C,1.7,-0.7,-1.0,0.8,-2.0,6.5,3.1,-0.5,1.1
Cc1nc(C)c(C(=O)Nc2cccc(C)c2C)s1,1.9,0.9,-1.8,0.2,2.1,-1.9,1.4,4.1,3.3
O=S(=O)(c1ccccc1)c1nc(-c2ccc(F)cc2)oc1NCC1CCCO1 (stereo unspecified),5.0,-1.5,-7.0,x,x,10.4,4.1,-0.9,4.3
CCOC(=O)[C@@H]1[C@H]2COc3cc(OC)ccc3[C@H]2N2C(=O)N(c3cccc(Cl)c3)C(=O)[C@@]12C,2.4,-1.8,9.1,0.6,4.1,-7.8,-3.7,0.3,-2.0
CC(=O)NCN1CCN(CNC(C)=O)CC1,2.9,-0.5,5.0,2.1,-0.8,-1.7,-4.5,6.8,8.4
CCOc1ccc(C(C(=O)NCC2CCCO2)N(Cc2cccs2)C(=O)c2snc(C(N)=O)c2N)cc1 (stereo unspecified),0.1,2.0,10.7,-0.8,0.5,-3.1,-4.1,0.4,-3.7
COc1cc2c(cc1/C=C1/NC(=O)N(CC(=O)Nc3ccccc3)C1=O)OCO2,-0.1,30.8,-14.4,1.4,-15.1,-2.0,4.1,-2.9,-3.2
Cc1cc(C)c(S(=O)(=O)N2CCOC2CNC(=O)C(=O)NCc2ccco2)c(C)c1 (stereo unspecified),1.9,4.4,2.3,4.6,-0.5,-1.6,-4.2,2.9,0.2
N#CC1(c2ccccc2)CCC(=NO)CC1 (stereo unspecified),7.5,-0.4,10.4,-2.7,1.1,3.0,7.3,1.5,6.0
CC(C)[C@H](NS(=O)(=O)c1ccccc1)C(=O)OCC(=O)NC1CCCCC1,x,-0.1,-1.6,x,x,x,4.8,9.7,x
CCOC(=O)c1c(C)[nH]c(C(=O)CN2C(=O)NC(CC)(c3ccccc3)C2=O)c1C (stereo unspecified),-2.0,25.1,1.9,-6.3,-2.1,2.0,-3.7,-1.0,-3.7
O=C(NCCc1ccccc1)C1CCC(=O)N1C1CCCC1 (stereo unspecified),2.6,-0.1,-1.0,1.9,1.0,0.2,6.5,5.5,5.3
Cc1cccc(C)c1NC(=O)C1=C(O)c2sccc2N(C)S1(=O)=O,5.2,5.0,2.0,6.4,1.4,3.7,0.2,5.3,7.9
COc1ccc(OC)c(N2C(=O)[C@@H]3C(c4ccccc4Cl)=NO[C@@H]3C2=O)c1,12.2,2.5,3.0,10.4,-4.1,-6.5,37.9*,4.6,52.6*
COc1cccc(C2=NOC(C(=O)N3CCOCC3)C2)c1 (stereo unspecified),-5.4,6.3,-6.4,1.9,-2.0,5.9,-1.7,-2.6,0.8
O=C(CN1CCN(CC(=O)Nc2ccccc2Cl)CC1)NCC1(N2CCCCC2)CCCCC1,-3.3,-1.8,6.8,x,x,-1.5,-2.0,0.0,0.5
COC(=O)C(Cc1ccc(O)cc1)N1Cc2ccccc2C1=O (stereo unspecified),2.1,1.9,0.6,-1.8,2.5,-9.7,6.0,-4.5,0.5
Cc1cc(C)cc(OCC(=O)N(Cc2cccs2)C2CCS(=O)(=O)C2)c1 (stereo unspecified),3.0,5.4,3.6,0.7,0.4,-6.0,3.8,4.6,2.0
O/N=C/c1ccc(-c2cc(Cl)ccc2Cl)o1,-4.9,2.5,8.9,-5.8,-0.6,-4.5,4.8,1.7,-7.0

# Some of the compounds tested; rates above refer to the full screens.
